# Source: PubChem BioAssay
# FN deposition inh: fibronectin deposition inhibition | AH1F fibroblasts, Alexa488-fibronectin deposition fluorescence, overnight | inhibition, % at 12.6 µM | hit rate 0.086% among 350,000;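 active means mean inhibition across replicates of 30% or more, regardless of how many single replicates reach that level; inconclusive means mean under 30% yet at least half of replicates reach 30%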;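 further: positive control wells lacked labelled fibronectin entirely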
#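 Material – AH1F fibroblast monolayer, labelled fibronectin deposition · Reagent – labelled fibronectin 24 nM · Timing – 1 h adhesion, overnight exposure · Measured by – fluorescence at 485 nm excitation, 525 nm emission · Read-out – inhibition of fibronectin deposition signal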
# PglD DTNB: inhibitors of Campylobacter jejuni PglD acetyltransferase; AID 602405; inhibition, % at 12.5 µM; hit rate 0.098% among 360,000; purified PglD enzyme, DTNB colorimetric CoA detection; in the data active means inhibition above about 16%, passing the limit was not always enough; inconclusive means no clear call, values can overlap the other calls; further: strong numbers were not always called active
# LGR2 inh: inhibitors of bursicon-induced Drosophila LGR2 receptor cAMP signaling; HEK293 LGR2, CRE-luciferase, bursicon-stimulated, 4 h; inhibition, % at 9.99 µM; hit rate 0.35% among 380,000;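 active means drop in luminescence signal, shown as inhibition above about 50% in the replicate tests, limit read from the data, passing the limit was not always enough; inconclusive means probably only some replicates passing the limit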;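 further: agonist challenge used bursicon conditioned medium at about half maximal strength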
# PAX8 inh HTS: lowers PAX8-driven luciferase in RMG-I cells; AID 652154; inhibition, % at 12.6 µM; hit rate 1.2% among 360,000; RMG-I TPO-luciferase reporter, SteadyGlo, 24 h;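 active means mean replicate inhibition at least 60% with every replicate also reaching 60%; inconclusive means only one of the two criteria is met; inactive means mean below 60% and not all replicates reaching 60%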;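 further: luciferase light reporting Pax8 driven TPO promoter activity; plate controls were median of neutral control wells for no effect and mitoxantrone controls for full effect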
# PGC1a acetyl inh: PGC1a acetylation modulation, inhibitor mode; hit rate 0.17% among 350,000; U2OS PGC1a acetylation, AlphaScreen anti-acetyl-lysine; with virally co-expressed GCN5 acetyltransferase; inhibition, % at 15.6 µM;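 active means every replicate shows inhibition of at least 40%; inconclusive means mean inhibition at least 40% but some replicate below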;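 further: 0% = neutral control wells and 100% = positive control wells; some results beyond the cut were filed as inactive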
# EWS-Fli inh: blocks EWS/Fli oncoprotein-driven transcription; inhibition, % at 12.6 µM; hit rate 0.67% among 350,000; A673 NR0B1-luciferase reporter, viability-normalised; AID 651661;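 active means mean inhibition of at least 50% after viability correction, with every replicate also passing that limit; inconclusive means mean reaches 50% but only one of two replicates passes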;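 further: firefly luciferase signal divided by Alamar Blue viability fluorescence both relative to DMSO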
# S100A4 inh HTS: inhibitors of human S100A4 binding to myosin IIA peptide; hit rate 0.14% among 360,000; inhibition, % at 10.7 µM; S100A4/TAMRA-MyoIIA peptide fluorescence polarization; P26447;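 active means mean inhibition of at least 70% across replicates, with every replicate also reaching that level; inconclusive means mean inhibition reaches 70% but some replicates fall short; inactive means mean inhibition below 70%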
# Target sequence (P26447 whole entry, looked up): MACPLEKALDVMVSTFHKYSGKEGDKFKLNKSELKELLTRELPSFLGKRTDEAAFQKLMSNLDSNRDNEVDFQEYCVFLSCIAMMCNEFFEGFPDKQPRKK
#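 Compound dosing: one dose per compound; test system: human S100A4 monomer with TAMRA-labelled myosin IIA peptide; probe or stimulus: TAMRA-labelled myosin IIA heavy-chain peptide probe, 5 nM; medium: HEPES buffer with Ca2+, pH 7.2; schedule: 5 min incubation before reading; benchmarks: neutral control DMSO, positive control TFP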
# ERAP1 inh: ERAP1 (human) enzyme inhibition; Q9NZ08; recombinant ERAP1, Leu-AMC fluorescence, 60 min; inhibition, % at 10.7 µM; hit rate 0.15% among 340,000; AID 652197;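 active means mean replicate inhibition of at least 30%, or all replicates individually reaching that 30% level; inactive means mean below 30% and not every replicate reaching it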;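 further: 0% = neutral control wells and 100% = L-leucinethiol positive control wells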
# Target sequence (Q9NZ08 whole entry, looked up): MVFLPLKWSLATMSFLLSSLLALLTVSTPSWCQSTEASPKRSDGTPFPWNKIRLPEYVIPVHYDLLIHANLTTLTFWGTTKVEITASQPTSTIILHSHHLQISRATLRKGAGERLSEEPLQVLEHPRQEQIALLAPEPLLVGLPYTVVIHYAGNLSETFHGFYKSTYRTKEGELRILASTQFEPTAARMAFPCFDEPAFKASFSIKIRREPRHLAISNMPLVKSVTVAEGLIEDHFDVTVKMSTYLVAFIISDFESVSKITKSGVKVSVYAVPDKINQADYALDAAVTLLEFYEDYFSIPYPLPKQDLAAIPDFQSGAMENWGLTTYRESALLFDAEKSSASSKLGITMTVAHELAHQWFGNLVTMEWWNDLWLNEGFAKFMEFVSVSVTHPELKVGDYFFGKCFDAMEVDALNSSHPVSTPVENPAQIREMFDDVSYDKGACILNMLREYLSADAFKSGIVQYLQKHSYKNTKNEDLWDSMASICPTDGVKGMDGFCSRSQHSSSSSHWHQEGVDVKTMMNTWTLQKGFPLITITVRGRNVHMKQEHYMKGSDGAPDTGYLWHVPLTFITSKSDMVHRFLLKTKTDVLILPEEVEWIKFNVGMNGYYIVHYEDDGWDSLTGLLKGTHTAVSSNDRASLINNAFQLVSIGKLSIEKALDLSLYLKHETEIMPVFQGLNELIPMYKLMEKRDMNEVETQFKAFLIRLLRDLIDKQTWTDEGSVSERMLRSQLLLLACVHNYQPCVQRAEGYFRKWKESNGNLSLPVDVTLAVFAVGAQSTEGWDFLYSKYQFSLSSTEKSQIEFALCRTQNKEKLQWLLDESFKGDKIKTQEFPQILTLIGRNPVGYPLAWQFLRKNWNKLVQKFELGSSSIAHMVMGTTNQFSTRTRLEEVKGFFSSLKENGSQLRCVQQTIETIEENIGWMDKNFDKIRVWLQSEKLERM
# * = called active by the depositor; ? = inconclusive; / = no result given; & = joins results of further samples; ! = repeats disagree.
molecule	FN deposition inh	PglD DTNB	LGR2 inh	PAX8 inh HTS	PGC1a acetyl inh	EWS-Fli inh	S100A4 inh HTS	ERAP1 inh
Cc1ccccc1NC(=O)c1ccc(S(=O)(=O)N2CCCC2)cc1	-7	8	3	-5	/	-3	-1	0
COCC(=O)Nc1ccc2c(c1)C(=O)N(C)C[C@@H](OC)[C@H](C)CN(C(=O)Cc1ccccn1)[C@H](C)CO2	0	-4	-17	-15	5	-1	5	-1
O=C(Cn1cnc2nc3n(c2c1=O)CCC3)NCc1ccccc1	1	/	-10	-12	/	-6	3	25
O=C(CN1CCCCCC1=O)N1CCN(S(=O)(=O)c2cccs2)CC1	6	/	-2	-4	/	2	2	-7
CCCC(=O)Nc1ccc2c(c1)C(=O)N(C)[C@H]1CC[C@H](CC(=O)Nc3ccc(C)cc3)O[C@@H]1CO2	-23	-1	1	3	-1	1	0	0
Cc1ccccc1N(C(=O)CS(=O)CC(=O)Nc1ccc(F)cc1)C(C)C(=O)NC(C)(C)C (stereo not given)	5	-3	-14	-4	-3	-1	-5	-3
Nc1nnc(SCCOc2ccccc2)s1	/	3	-22	/	2	-9	-14	2
CCCN(C)C[C@@H]1OCCCC[C@@H](C)Oc2ccc(NC(=O)Nc3ccc(C(F)(F)F)cc3)cc2C(=O)N([C@H](C)CO)C[C@@H]1C	/	0	-8	-13	14	-4	34	-6
CO[C@@H]1CN(C)C(=O)c2cc(NC(C)=O)ccc2OC[C@@H](C)N(C(=O)Cc2cccnc2)C[C@H]1C	-5	9	8	20	4	-10	-2	1
CC(=O)c1c(C)[nH]c(C(=O)OCC(=O)N2CCN(c3ccccc3)CC2)c1C	-1	-2	0	-8	6	10	0	-3
O=C(C[C@H]1C[C@H]2c3cc(NC(=O)C4CCC4)ccc3O[C@H]2[C@@H](CO)O1)NCc1ccncc1	-4	2	30	-9	-7	2	-34	1
COc1ccc(-c2cc(=O)c3cc(O)ccc3o2)cc1	/	2	-24	/	-37	-94	2	2
COc1ccc(CN(C)C[C@H]2Oc3ccc(NC(=O)CCCN(C)C)cc3C(=O)N([C@H](C)CO)C[C@H]2C)cc1	/	/	-2	-42	-8	-11	9	2
COc1cccc(N2CCN(S(=O)(=O)c3c(C)[nH]c(C)c3C(=O)N3CCCC3)CC2)c1	-10	1	-1	9	5	/	16	2
Cn1cc(Cl)c(C(=O)N(Cc2ccccc2)c2ccccn2)n1	2	-3	26	2	3	-15	1	-2
C[C@@H]1CN([C@H](C)CO)C(=O)c2cc(NC(=O)Cc3ccccc3)ccc2O[C@@H]1CN(C)C(=O)Nc1ccc2c(c1)OCO2	/	-2	10	0	4	2	-7	3
C[C@H]1CN([C@@H](C)CO)C(=O)c2cc(-c3ccncc3)cnc2O[C@H]1CN(C)C(=O)CN1CCOCC1	-1	2	27	/	13	-1	-2	-5
O=C(Nc1ccc(F)cc1)N[C@H]1CC[C@@H](CCn2cc(C3(O)CCCC3)nn2)O[C@@H]1CO	/	3	-13	14	-1	7	-2	-3
COc1cc(C(=O)COC(=O)CNC(=O)C2CCCCC2)cc(OC)c1OC	2	-2	/	-12	-3	/	/	/
C[C@@H](NC(=O)c1[nH]cnc1C(=O)Nc1ccccc1F)c1ccccc1	8	4	-12	-21	-13	7	8	/
Nc1[nH]c(C(=O)c2ccc(Br)cc2)c(-c2ccc(Cl)cc2[N+](=O)[O-])c1C(=O)NCCc1c[nH]c2ccccc12	1	/	-3	26	/	8	2	-2
CCOc1ccc(NC(=O)/C(C#N)=C\c2ccc(N3CCCC3)c(C)c2)cc1	-20	/	1	9	/	7	-5	-5
C[C@@H]1CN([C@@H](C)CO)C(=O)Cc2cc(NC(=O)CCC(F)(F)F)ccc2O[C@H]1CN(C)S(=O)(=O)c1cn(C)cn1	/	-1	-2	-7	3	-9	/	/
O=C(Cc1cccnc1)N[C@@H]1CC[C@H](CCn2cc(-c3ccccc3F)nn2)O[C@H]1CO	/	4	13	2	3	-11	12	1
Cc1nn(CC(=O)Nc2cc(S(=O)(=O)N(C)C)ccc2Cl)c(C)c1[N+](=O)[O-]	1	-5	-5	-1	/	/	/	/
O=C(NC(Cc1ccccc1)C(=O)N1CCc2ccccc2C1)c1ccccc1 (stereo not given)	4	1	12	9	/	0	5	0
CC1CCCN(C(=O)CNC(=O)Cn2ccc3ccccc3c2=O)C1 (stereo not given)	-9	3	-7	17	5	0	-10	2
Cc1c(C(=O)Nc2nc3ccccc3[nH]2)oc2c(Cl)cccc12	2	8	-14	-5	1	1	0	0
O=C1C=CC(=O)N1c1cccc2cccnc12	-19	-2	0	2	13	1	-7	-2
O=C(CC1CC1)Nc1ccc2c(c1)[C@H]1C[C@H](CC(=O)N3CCOCC3)O[C@H](CO)[C@H]1O2	-11	12	-8	5	3	5	/	/
CCOC(=O)N1CCN(c2cc(C)c(C(C)=O)cc2F)CC1	/	/	-1	/	/	-8	2	3
O=C(NCc1ccccc1)c1onc(CS(=O)(=O)c2ccccn2)c1C(=O)NCc1ccccc1	1	-3	4	24	-3	19	-5	8
Cc1ccc(C(F)(F)F)cc1NC(N)=S	3	/	/	-9	/	7	10	5
CC1=C(C(=O)N2CCCCCC2)CC(CC(=O)NC2CCCCC2)C(=O)N1CCC1=CCCCC1 (stereo not given)	-20	/	0	13	/	0	6	-1
COc1cccc(CNC(=O)c2ccc(CS(=O)c3ccccc3)o2)c1 (stereo not given)	-1	1	7	-2	-13	/	-3	-1
COc1cccc(NC(=O)NC2CCCCCCC2)c1	/	-11	-51	-178	/	/	-1	2
CCOC(=O)C1=C(COC(=O)c2ccc(C)c(S(=O)(=O)N3CCOCC3)c2)NC(=O)NC1C (stereo not given)	-1	-4	-25	11	/	-1	1	0
C=CCc1ccc(OC(=O)c2ccccc2)c(OC)c1	/	-3	-48	/	-10	1	3	-1
O=C(CCCc1ccccc1)Nc1nnc(C(F)(F)F)s1	-5	5	-10	12	1	2	0	-3
CCOc1ccccc1N1CCN(C(=S)NCc2ccccc2)CC1	-6	-3	30	19	4	-2	-1	-1
Cc1noc(C)c1S(=O)(=O)Nc1ccc2c(c1)C(=O)N([C@@H](C)CO)C[C@@H](C)[C@H](CN(C)C(=O)Nc1ccc(C(F)(F)F)cc1)OCCCC[C@H](C)O2	/	1	-17	40	-1	1	8	-1
COCCN1Cc2cc(C(=O)OC)c3c(c2C1=O)c1cc(OC)ccc1n3C(=O)c1ccccc1	0	/	5	9	/	11	-1	-2
CCN(C[C@H]1N[C@@](Cc2ccccc2)(C(=O)OC)[C@H]2C(=O)N(Cc3ccccc3)C(=O)[C@@H]12)S(=O)(=O)c1ccc(OC)cc1	9	-3	10	25	-9	14	0	1
Cc1noc(C)c1NC(=O)N(C)C[C@@H]1Oc2ccc(NC(=O)CCCN(C)C)cc2C(=O)N([C@H](C)CO)C[C@H]1C	3	/	11	-7	-4	11	-15	0
COc1ccc(C(=O)Nc2cnc3ccccn3c2=O)cc1	2	/	-42	-126	15	-54	-4	2
CCC(=O)Nc1ccc2c(c1)OC[C@H](C)N(Cc1cccnc1)C[C@H](C)[C@H](OC)CN(C)C2=O	-8	3	11	-14	-1	4	3	-7
CN(C)C(=O)c1cccc(-c2ccc(C3[C@@H]4CN(Cc5nccs5)C[C@H]3N4)cc2)c1 (stereo not given in full)	2&-6	/	-11&-2	-9&12	9&1	59*!	/	/
O=C(N[C@H]1C=C[C@H](CC(=O)N2CCOCC2)O[C@@H]1CO)c1ccc2c(c1)OCO2	/	-5	5	3	-3	-11	6	-2
CNC[C@@H]1Oc2ccc(NS(=O)(=O)c3cn(C)cn3)cc2C(=O)N([C@@H](C)CO)C[C@H]1C	/	-5	-15	-10	-11	-8	-5	1
C[C@H](NC(=O)CCn1nnc2ccccc2c1=O)C(=O)O	0	/	9	-12	-4	-1	-2	0

# Continued.
molecule	FN deposition inh	PglD DTNB	LGR2 inh	PAX8 inh HTS	PGC1a acetyl inh	EWS-Fli inh	S100A4 inh HTS	ERAP1 inh
CCOc1ccc(C(=O)Oc2cc(C)[nH]c(=O)c2[N+](=O)[O-])cc1OCC	-4	2	1	-8	11	-5	-3	3
CCOC(=O)c1cc(=O)n2nc(-c3ccc(C)cc3)nc2s1	-7	-6	/	1	3	/	/	/
OCC1(Cc2ccccc2)CCCN(Cc2ccc3c(c2)OCCO3)C1 (stereo not given)	/	-2	-1	3	4	2	-6	-8
COC(=O)[C@@]12C[C@@H](CC(=O)NCc3cccc(C(F)(F)F)c3)C(=O)N(Cc3ccc4c(c3)OCO4)C1=CCC(C)(C)C2	-6	/	25	4	/	3	-3	/
O=C(Nc1ccc2nc(-c3cccnc3)[nH]c2c1)c1ccccc1F	-6	5	/	-14	-2	/	/	/
COc1ccccc1C(CNc1ncnc2sc(C)c(C)c12)N(C)C (stereo not given)	-3	-3	12	15	7	25	-23	-1
C[C@H](CO)N1C[C@H](C)[C@@H](CN(C)Cc2ccc(C(F)(F)F)cc2)OCCCC[C@H](C)Oc2ccc(NC(=O)NC3CCCCC3)cc2C1=O	/	1	-1	?	7	8	7	-2
CN(N=Nc1nc[nH]c1C(N)=O)C1CCCCC1	0	-1	-7	100*	0	-11	3	3
O=C(C(Cl)c1ccccc1)N1CCOCC1 (stereo not given)	2	-1	6	-11	/	6	-3	-1
CCOC(=O)c1c(NC(=O)CC2Sc3ccc(C(F)(F)F)cc3NC2=O)sc(C)c1C (stereo not given)	2	/	0	-3	/	3	-5	-1
COCC(=O)Nc1ccc2c(c1)[C@H]1C[C@H](CC(=O)N3CCc4ccccc4C3)O[C@H](CO)[C@H]1O2	/	1	6	/	14	0	-3	2
COc1cc(/C=N/n2cnn(Cc3ccccc3Cl)c2=S)cc(OC)c1OC	-3	/	7	12	-1	-4	-2	-3
O=[N+]([O-])c1ccc(Nc2nc(N/N=C\c3ccc4c(c3)OCO4)nc(N3CCCCC3)n2)cc1	-1	0	/	38	2	/	/	/
COc1cc(COCC(O)CN2CCc3ccccc3C2)cc(OC)c1OC (stereo not given)	2	-6	-24	23	/	5	1	-5
CCOc1ccc(NS(=O)(=O)c2ccc(C(=O)NCc3cccnc3)cc2)cc1	0	/	6	15	/	17	4	0
C/C=C/c1ccc([C@H]2[C@@H](CO)N(C(=O)C3CCC3)[C@H]2CNC(=O)NC(C)C)cc1	/	1	1	-8	3	-9	/	/
CCCOc1ccc(F)cc1-c1cc(C(=O)NCc2cc(OC)cc(OC)c2)[nH]n1	0	-2	4	7	-3	-10	-2	-4
C[C@@H]1CCCCO[C@H](CN(C)S(=O)(=O)c2cn(C)cn2)[C@@H](C)CN([C@@H](C)CO)C(=O)c2cc(NC(=O)Nc3cccc4ccccc34)ccc2O1	3	-3	-1	-2	1	2	-8	-1
O=C(C[C@H]1CC[C@@H]2[C@H](COC[C@H](O)CN2Cc2cccc(F)c2)O1)NCC1CCCCC1	7	3	-1	-32	-2	-3	35	3

# An unsorted share of the library. About 2.1% of those tested had a hit in this group.
